NRP1-CendR mod: alters CendR peptide binding to human NRP-1; FAM-RPARPAR peptide binding to NRP-1, fluorescence polarization; inhibition, % at 25 µM; 360,000 tested, 0.85% active; AID 602438;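 active = inhibition or corrected inhibition above about 18%, plus a signal ratio from 0.5 to 1.5, limit read from the data, passing the limit was not always enough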; also: strong numbers were not always called active
bovine MsrA act: activators of bovine methionine sulfoxide reductase A | purified bovine MsrA, absorbance read-out | activation, % at 10.6 µM | 360,000 tested, 0.3% active | AID 602163; in the data active = activation above about 7.5%;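 also: 0% = vehicle and 100% = reference activator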
MLLE-PAM2 inh: blocks PAM2 peptide binding to the PABP1 MLLE domain; P11940; GST-MLLE / FITC-PAM2 fluorescence polarization; inhibition, % at 20 µM; 360,000 tested, 0.36% active; AID 588489; in the data active = inhibition above about 35%, passing the limit was not always enough;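 also: plate controls were DMSO wells with GST-MLLE for no effect and wells lacking GST-MLLE protein for full effect; some results filed as inactive read as strong as hits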
SKN-1 block: C. elegans SKN-1 inhibition | AID 624304 | inhibition, % at 21.8 µM | C. elegans VP596 Pgst-4::GFP/RFP ratio, acrylamide-induced, 24 h | 360,000 tested, 0.49% active;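 active = interference check ratio from 0.5 to 1.5 plus GFP to RFP signal ratio inhibition reaching or exceeding a fixed threshold, cut at about 30% in these data, passing the limit was not always enough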; also: some compounds called inactive have numbers as strong as hits
MT1-MMP act inh: MT1-MMP (human) activation inhibition. P50281. HT1080 RFP-PRO-GFP cells, GFP/RFP ratio fluorescence, overnight; percent of plate control window, DMSO zero. 360,000 tested, 0.061% active. GFP/RFP ratio change, % at 20 µM;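 active = GFP/RFP ratio change of at least 30% with cell ATP level not reduced by more than half and red fluorescence within 50% of control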; also: strong numbers were not always called active
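Material: RFP-PRO-GFP reporter HT1080 cells. Dosing: single-point 20 µM compound, 1% DMSO. Controls: DMSO and RFP-L50D-GFP cell wells. Timing: cells overnight before dosing, compound overnight, 37 °C, 5% CO2. Measure: GFP/RFP fluorescence ratio.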
Rin1-Abl PPI inh: blocks binding of human Rin1 to Abl | P00519+Q13671 | TR-FRET Rin1/Abl binding, biochemical | 360,000 tested, 0.4% active | inhibition, % at 7.35 µM; in the data active = inhibition above about 5%, passing the limit was not always enough
Neddylation inh: blocks human cullin neddylation | calls only at 25 µM | P61081+Q13564 | TR-FRET cullin neddylation, biochemical | 360,000 tested, 0.58% active; in the data active = inhibition above about 36%
eLon inh: inhibitors of E. coli Lon protease. purified E. coli Lon protease, fluorescence polarization. inhibition, % at 7.94 µM. 360,000 tested, 0.42% active; in the data active = inhibition above about 13%, passing the limit was not always enough;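 also: 0% = enzyme with probe and DMSO and 100% = no enzyme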
Target sequence (P0A9M0 whole entry, looked up): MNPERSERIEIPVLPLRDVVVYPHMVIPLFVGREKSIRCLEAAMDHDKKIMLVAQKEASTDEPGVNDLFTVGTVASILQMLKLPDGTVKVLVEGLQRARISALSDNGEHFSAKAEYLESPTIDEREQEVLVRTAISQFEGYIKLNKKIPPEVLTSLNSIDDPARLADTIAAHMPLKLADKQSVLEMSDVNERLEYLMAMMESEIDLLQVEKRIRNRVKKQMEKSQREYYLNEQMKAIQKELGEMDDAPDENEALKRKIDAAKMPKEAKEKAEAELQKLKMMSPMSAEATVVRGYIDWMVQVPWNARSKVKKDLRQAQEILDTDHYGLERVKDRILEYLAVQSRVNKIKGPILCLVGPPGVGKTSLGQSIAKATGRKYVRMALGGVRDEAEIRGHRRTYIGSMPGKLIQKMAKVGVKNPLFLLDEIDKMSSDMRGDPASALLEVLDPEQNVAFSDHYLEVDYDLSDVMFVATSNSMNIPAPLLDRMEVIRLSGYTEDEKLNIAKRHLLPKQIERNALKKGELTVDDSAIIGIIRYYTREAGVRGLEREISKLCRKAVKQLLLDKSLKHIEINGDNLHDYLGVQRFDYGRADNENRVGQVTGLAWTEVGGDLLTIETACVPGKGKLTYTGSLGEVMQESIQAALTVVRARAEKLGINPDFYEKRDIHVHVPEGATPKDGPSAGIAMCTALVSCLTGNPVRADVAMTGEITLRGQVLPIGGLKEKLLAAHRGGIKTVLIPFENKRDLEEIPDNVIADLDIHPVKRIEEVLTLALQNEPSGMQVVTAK
FAS-TE inh: inhibitors of human fatty acid synthase thioesterase domain; P49327; inhibition, % at 15 µM; 360,000 tested, 0.67% active; recombinant FAS-TE, OMFH fluorogenic substrate, fluorescence endpoint; AID 602261;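 active = compounds whose normalised, plate-corrected inhibition of enzyme fluorescence in the single-dose primary screen is 50% or more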;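 also: 0% = DMSO with enzyme and 100% = substrate without enzyme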
* hit, by the source's call; i = inactive; nt = not tested or not shown.

#1 CCCCC(=O)Nc1cccc(NC(=S)NC(=O)Cc2ccccc2)c1
#2 COc1c(Cl)cc(Cl)cc1CNCc1ccccc1
#3 COc1ccc(NC(=O)c2cccc(N3C(=O)C4C5C=CC(C5)C4C3=O)c2)cc1Cl (centres undefined)
#4 CCOC(CNC(=O)c1ccc(N2CCc3ccccc32)c([N+](=O)[O-])c1)OCC
#5 COc1cc(CN(C(=O)c2ccco2)c2ccc(C)cc2)ccc1O
compound no.	1	2	3	4	5
NRP1-CendR mod	-6.4	0.0	10.6	16.5	-5.8
bovine MsrA act	-2.5	-9.7	-4.2	-4.1	-2.3
MLLE-PAM2 inh	18.6	-14.2	-13.0	-3.9	2.9
SKN-1 block	-7.9	1.5	13.2	3.9	-7.0
MT1-MMP act inh	1.4	4.6	1.0	10.6	-1.9
Rin1-Abl PPI inh	-2.5	2.5	-2.7	-9.5	2.0
Neddylation inh	i	i	i	i	i
eLon inh	-7.1	-0.6	3.4	5.6	-1.4
FAS-TE inh	1.2	-4.1	3.9	9.7	-1.8

#6 COc1ccc2oc(=O)c(C(=O)N3CCN(c4ccccc4C)CC3)cc2c1
#7 COc1cc(C(=O)N/N=C/c2cc([N+](=O)[O-])cs2)cc(OC)c1OC
#8 Clc1cccc(-c2sc(Nc3ccccc3)n[n+]2-c2ccccc2)c1Cl
#9 CCCn1nc2cc(C(=O)NCCCCc3ccccc3)ccc2c1OCC
#10 COc1cc(-c2nc(S(=O)(=O)c3ccc(Cl)cc3)c(N3CCOCC3)o2)cc(OC)c1OC
compound no.	6	7	8	9	10
NRP1-CendR mod	-17.5	-1.4	6.5	0.4	-19.1
bovine MsrA act	-1.0	-4.5	-1.1	-4.4	-5.3
MLLE-PAM2 inh	13.5	-5.2	15.6	2.3	2.0
SKN-1 block	-5.2	15.2	5.6	10.7	-23.1
MT1-MMP act inh	-10.1	10.9	-1.5	5.4	-4.8
Rin1-Abl PPI inh	1.2	-1.8	2.1	2.1	0.2
Neddylation inh	i	i	i	nt	i
eLon inh	5.7	-7.6	1.4	7.5	3.1
FAS-TE inh	19.8	-16.9	-132.4	-0.4	15.1

#11 O=C(/C=C/Nc1ccc(S(=O)(=O)Nc2cnc3ccccc3n2)cc1)c1ccccc1
#12 NC(=O)C[n+]1cccc(C(N)=O)c1
#13 O=c1[nH]c(C2CCN(S(=O)(=O)c3ccccc3C(F)(F)F)CC2)nc2c1nnn2Cc1cccc(F)c1
#14 O=S(=O)(NC1CCN(S(=O)(=O)c2c(F)cccc2F)CC1)c1ccc2c(c1)OCCO2
#15 CCOP(=O)(OCC)C1NC(=O)N(c2ccccc2)C1=O (centres undefined)
compound no.	11	12	13	14	15
NRP1-CendR mod	-2.8	12.1	7.9	9.8	1.5
bovine MsrA act	-5.8	-7.6	1.8	-3.0	-4.8
MLLE-PAM2 inh	-16.5	17.2	-4.9	-2.7	2.5
SKN-1 block	-11.5	-5.1	7.4	13.1	-18.2
MT1-MMP act inh	-0.5	5.2	2.6	5.3	-14.6
Rin1-Abl PPI inh	-1.7	-1.5	2.8	3.1	2.0
Neddylation inh	i	i	i	i	i
eLon inh	-2.1	-1.3	-0.4	-10.7	6.0
FAS-TE inh	-7.4	9.3	21.8	8.6	-4.5

#16 O=C1c2cc([N+](=O)[O-])ccc2-c2cc(Br)c(N=C(NO)C(F)(F)F)cc21
#17 CCc1ccc(NC(=O)c2cnn(-c3ccccc3)c2C)cc1
#18 CN(CC(=O)Nc1ccccc1Cl)C(=O)COC(=O)CSc1ccc(Cl)cc1
#19 O=C(NC(Cc1ccccc1)C(=O)O)/C(=C/c1cccc(Br)c1)NC(=O)c1ccco1 (centres undefined)
#20 CSc1nnc(-c2ccc(NC(N)=S)cc2)o1
compound no.	16	17	18	19	20
NRP1-CendR mod	-68.6	0.5	1.2	5.2	11.1
bovine MsrA act	1.4	-2.9	-7.8	0.5	-1.2
MLLE-PAM2 inh	-16.9	0.5	-14.1	-4.6	10.4
SKN-1 block	30.0	2.5	2.3	13.3	7.5
MT1-MMP act inh	-25.4	-1.6	-2.7	0.3	1.1
Rin1-Abl PPI inh	1.9	2.0	1.2	1.4	0.9
Neddylation inh	i	i	i	i	i
eLon inh	-59.9	12.9	-15.9	-3.4	-4.7
FAS-TE inh	-149.2	-3.9	-2.3	-0.3	-1.4

One compound at a time, as listed above.
O=C(NC(Cc1ccccc1)C(=O)O)/C(=C/c1cccc(Br)c1)NC(=O)c1ccco1 (centres undefined) across the screens: NRP1-CendR mod = 5.2; bovine MsrA act = 0.5; MLLE-PAM2 inh = -4.6; SKN-1 block = 13.3; MT1-MMP act inh = 0.3; Rin1-Abl PPI inh = 1.4; Neddylation inh = i; eLon inh = -3.4; FAS-TE inh = -0.3
CN(CC(=O)Nc1ccccc1Cl)C(=O)COC(=O)CSc1ccc(Cl)cc1 across the screens: NRP1-CendR mod = 1.2; bovine MsrA act = -7.8; MLLE-PAM2 inh = -14.1; SKN-1 block = 2.3; MT1-MMP act inh = -2.7; Rin1-Abl PPI inh = 1.2; Neddylation inh = i; eLon inh = -15.9; FAS-TE inh = -2.3

Going on with the list.
#21 COC(=O)C1=C(C)NC(C)=C(C(=O)OC)C1C(=O)OCc1nnc(-c2ccccc2Cl)o1
#22 CC12CC(c3ccccc3O1)C(/C(N)=N/NC(=O)c1ccc(F)cc1)C(=O)N2 (centres undefined)
#23 O=C(C[C@@H]1CC[C@H](NC(=O)c2ccc3c(c2)OCO3)[C@@H](CO)O1)NCc1ccc(F)cc1
#24 O=C(CSCc1ccccc1)NNC(=S)Nc1cccc(Cl)c1Cl
#25 CS(=O)(=O)N(CC(=O)Nc1ccccc1C(=O)N1CCOCC1)c1ccc2c(c1)OCO2
compound no.	21	22	23	24	25
NRP1-CendR mod	-4.7	2.0	5.5	10.2	6.5
bovine MsrA act	-4.6	0.1	nt	2.2	-0.3
MLLE-PAM2 inh	12.6	-5.0	nt	13.4	3.2
SKN-1 block	20.3	0.7	14.2	26.8	10.2
MT1-MMP act inh	-0.5	4.7	-1.5	-2.8	-1.0
Rin1-Abl PPI inh	-1.0	0.3	nt	3.3	0.4
Neddylation inh	i	i	i	i	i
eLon inh	-3.6	-8.9	nt	6.9	-5.2
FAS-TE inh	-5.4	-4.7	nt	28.2	-7.4

Three of the entries above in order of their number in Rin1-Abl PPI inh, high to low.
nr | SMILES | Rin1-Abl PPI inh
24 | O=C(CSCc1ccccc1)NNC(=S)Nc1cccc(Cl)c1Cl | 3.3
25 | CS(=O)(=O)N(CC(=O)Nc1ccccc1C(=O)N1CCOCC1)c1ccc2c(c1)OCO2 | 0.4
22 | CC12CC(c3ccccc3O1)C(/C(N)=N/NC(=O)c1ccc(F)cc1)C(=O)N2 (centres undefined) | 0.3

New compounds follow.
#26 O=C(NCc1ccco1)c1csc2c1CCCC2
#27 CC(=O)Nc1ccc(C(=O)Nc2ccncc2)cc1
#28 O=C(c1cc2ccccc2oc1=O)N(Cc1cccs1)Cc1cccs1
#29 O=C(Cn1c(=O)oc2ccccc21)N1CCN(c2ccccc2)CC1
#30 CC(CC(=O)Nc1cccc(F)c1)S(=O)(=O)c1ccc2c(c1)NC(=O)CO2 (centres undefined)
compound no.	26	27	28	29	30
NRP1-CendR mod	-2.6	7.7	3.7	-7.0	-1.5
bovine MsrA act	-0.9	-1.2	-2.9	-12.0	-2.4
MLLE-PAM2 inh	-2.7	10.4	6.5	-8.0	2.1
SKN-1 block	8.2	19.3	-17.0	-7.7	13.9
MT1-MMP act inh	-0.5	-0.5	-4.2	-9.7	1.7
Rin1-Abl PPI inh	3.2	1.7	-0.7	0.7	1.1
Neddylation inh	i	i	i	i	i
eLon inh	1.2	-5.4	-7.2	0.5	7.2
FAS-TE inh	-0.2	-4.7	15.1	-16.6	-5.8

#31 Cc1ccc(C2CC(c3cccc(Br)c3)Nc3nnnn32)cc1 (centres undefined)
#32 CCOC(=O)CSc1nnnn1-c1cccc2ccccc12
#33 COc1ccc(C)cc1NC(=O)c1cc2c(CO)cnc(C)c2oc1=N
#34 CCOC(=O)c1nn(-c2ccccc2)c2nnc(Cc3ccc(Cl)cc3)c(=O)n12
#35 CC1Cc2cc(S(=O)(=O)CCC(=O)NC3CCCCC3)ccc2N1C(=O)C1CC1 (centres undefined)
compound no.	31	32	33	34	35
NRP1-CendR mod	-18.7	14.0	-10.9	-9.0	-0.4
bovine MsrA act	3.0	0.7	-1.5	-5.3	-6.5
MLLE-PAM2 inh	11.9	-8.4	6.3	12.5	-13.6
SKN-1 block	3.9	-0.6	-8.1	11.1	-2.2
MT1-MMP act inh	-3.2	-8.4	2.6	2.4	1.9
Rin1-Abl PPI inh	-0.3	-0.1	0.3	0.6	2.3
Neddylation inh	i	i	i	i	i
eLon inh	5.1	-3.7	-3.3	2.1	-9.6
FAS-TE inh	9.3	5.3	-1.2	12.3	-5.2

#36 CCCCCCCCN1C(=O)[C@H](CC(=O)NCCCC)C[C@@]2(C(=O)OC)CC(C)(C)CC=C12
#37 Cc1ccc(/C(N)=N/OC(=O)c2cc(-c3ccccc3)nc3ccccc23)cc1
#38 Cn1nc(CC(=O)NC2CCCCC2)c2ccccc2c1=O
#39 CCn1c(SCC(=O)Nc2nc(C)cs2)nnc1-c1cccnc1
#40 Cc1ccc(CN2C(=O)CCC2(C)c2nnnn2Cc2ccccc2)cc1 (centres undefined)
compound no.	36	37	38	39	40
NRP1-CendR mod	17.0	-0.8	-0.9	-1.1	4.4
bovine MsrA act	nt	2.4	1.0	-1.3	-1.5
MLLE-PAM2 inh	nt	7.2	9.1	-2.1	nt
SKN-1 block	3.6	17.6	-6.1	13.2	14.7
MT1-MMP act inh	-16.1	-16.1	-3.1	-3.1	5.7
Rin1-Abl PPI inh	nt	0.3	-0.6	2.6	nt
Neddylation inh	i	i	i	i	i
eLon inh	nt	12.9	-2.6	2.4	-2.2
FAS-TE inh	nt	13.2	-9.2	-10.8	-5.6

#41 COc1nccnc1NS(=O)(=O)c1ccc(N=Cc2c(C)[nH]n(-c3ccc(C)c(C)c3)c2=O)cc1
#42 CC(=O)c1c[nH]c(C(=O)Nc2ccc(N3CCCCCC3)cc2)c1
#43 CCCCCCN1CC(O)=C(c2ccccc2)C1=N
#44 CCOc1ccccc1NC(=O)[C@@H](NC(=O)c1ccccc1F)C(C)C
#45 Cc1ccc(-c2ccc(S(=O)(=O)N3CCN(C)CC3)cc2)cc1
compound no.	41	42	43	44	45
NRP1-CendR mod	-5.9	-8.2	6.4	2.4	-15.8
bovine MsrA act	1.4	-3.4	-3.5	-2.9	-1.5
MLLE-PAM2 inh	9.9	-5.3	6.4	9.7	-3.5
SKN-1 block	2.1	3.6	-1.8	13.8	2.8
MT1-MMP act inh	7.5	7.6	3.5	2.9	5.1
Rin1-Abl PPI inh	2.9	2.5	-0.1	1.1	-4.0
Neddylation inh	i	i	i	i	i
eLon inh	-4.7	-7.9	-7.1	0.6	-10.2
FAS-TE inh	-3.8	-2.3	-9.7	-4.0	5.3

#46 O=C(c1cc(-c2cccs2)nc2ccccc12)N1CCN(CCO)CC1
#47 CC(CNC(=O)CCc1ccccc1)NC(=O)CCc1ccccc1 (centres undefined)
#48 O=[N+]([O-])c1ccccc1/C=N/n1c(-c2cccnc2)n[nH]c1=S
#49 COc1ccc(/C([O-])=C(/C(=S)Nc2ccc(C)c(C)c2)n2c[n+](C)c3ccccc32)cc1OC
#50 CCOC(=O)c1[nH]c2ccccc2c1NC(=S)Nc1cccc(C)c1
compound no.	46	47	48	49	50
NRP1-CendR mod	3.6	-0.7	-2.1	-4.5	5.4
bovine MsrA act	-5.3	-2.4	-10.8	-6.0	-5.8
MLLE-PAM2 inh	4.2	12.4	-20.0	30.3	28.0
SKN-1 block	3.0	4.5	-12.1	-6.4	-8.8
MT1-MMP act inh	-3.5	-2.0	3.2	-0.3	-3.5
Rin1-Abl PPI inh	-3.2	-1.9	-3.4	-0.1	-3.4
Neddylation inh	nt	i	i	i	i
eLon inh	6.3	2.7	9.1	-2.2	-4.0
FAS-TE inh	-3.8	-5.4	-8.8	-8.1	-1.6

Assay outcomes (PubChem BioAssay)
